Bioassay records from PubChem BioAssay.
TDP1 cell noCPT: qHTS for Inhibitors of human tyrosyl-DNA phosphodiesterase 1 (TDP1): qHTS in cells in absence of CPT | DT40 Tdp1-/- hTDP1 cells, no CPT, ATP luminescence, 48 h | Potency, µM (titrated, usually from 46.2 µM), for the others: at the highest dose activity change, negative = growth inhibition, hits mostly inhibitors | 420,000 compounds, 15% hits | AID 686978, 2013; further: nearly all actives have a fitted effect of over 55% in size
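Seeded 400 DT40-hTDP1 cells/well (vehicle DMSO, no 20 nM CPT); pinned compounds; ≥48 hr at 37 °C; CellTiter-Glo luminescence as viability measure.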
KAT2A inh: qHTS Assay for Inhibitors of GCN5L2 | 390,000 compounds, 0.21% hits | Histone acetyltransferase KAT2A (Homo sapiens), Q92830 | Potency, µM (doses to about 58.9 µM), without a hit: top-dose activity change, negative = inhibition, most hits filed as inhibitors | GCN5L2 HAT assay, ThioGlo1 CoA-SH fluorescence
Target sequence (Q92830 whole entry, looked up): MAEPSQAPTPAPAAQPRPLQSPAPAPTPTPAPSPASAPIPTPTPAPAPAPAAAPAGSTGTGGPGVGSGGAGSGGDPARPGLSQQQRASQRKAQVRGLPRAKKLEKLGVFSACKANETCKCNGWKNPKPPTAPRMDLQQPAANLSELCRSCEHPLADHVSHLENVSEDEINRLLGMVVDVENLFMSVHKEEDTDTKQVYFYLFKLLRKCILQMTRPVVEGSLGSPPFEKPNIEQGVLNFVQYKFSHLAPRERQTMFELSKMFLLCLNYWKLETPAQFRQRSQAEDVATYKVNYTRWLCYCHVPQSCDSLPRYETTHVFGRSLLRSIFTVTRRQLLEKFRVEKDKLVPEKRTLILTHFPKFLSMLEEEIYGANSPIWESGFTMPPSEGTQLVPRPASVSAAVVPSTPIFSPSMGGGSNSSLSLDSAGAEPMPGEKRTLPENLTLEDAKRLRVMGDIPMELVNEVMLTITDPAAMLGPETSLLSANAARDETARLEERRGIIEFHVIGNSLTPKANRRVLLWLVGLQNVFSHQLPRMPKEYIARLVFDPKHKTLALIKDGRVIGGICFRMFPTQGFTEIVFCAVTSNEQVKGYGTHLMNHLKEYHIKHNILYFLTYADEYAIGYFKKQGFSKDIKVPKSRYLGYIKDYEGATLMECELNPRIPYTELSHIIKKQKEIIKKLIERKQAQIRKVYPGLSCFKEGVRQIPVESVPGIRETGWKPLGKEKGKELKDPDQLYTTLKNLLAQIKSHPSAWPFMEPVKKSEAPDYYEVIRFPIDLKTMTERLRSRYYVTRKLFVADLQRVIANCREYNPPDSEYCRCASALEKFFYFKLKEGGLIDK
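ThioGlo1-coupled HAT assay: 20nM GCN5L2, 70uM acetyl-CoA, 75uM H3(1-25) peptide, pH 7.5. Fluorescence read at 340/540nm at start and after 20 min at room temperature.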
TDP1 cell CPT: qHTS for Inhibitors of human tyrosyl-DNA phosphodiesterase 1 (TDP1): qHTS in cells in presence of CPT; 420,000 compounds, 12% hits; chicken DT40 Tdp1-/-;hTDP1 cells + 20 nM CPT, ATP luminescence, 48 h; Potency, µM (top dose mostly 46.2 µM), for the others: at the top dose activity change, negative = growth inhibition, usual class: inhibitors; further: nearly all actives have a fitted effect of over 55% in size
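Cell growth measured by CellTiter-Glo luminescence after a minimum 48 h, 37 C compound exposure with 20 nM CPT in Tdp1-knockout DT40 cells stably expressing hTDP1, seeded 400/well; qHTS titration format.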
* marks the source's active call; other numbers are inactive results; ? = inconclusive; . = not tested or not shown; & = joins results of further samples; [ ] = dose if it differs, or a comment. The call rests on the fitted dose curve; in most records, active means well fitted curve in the direction sought with a large enough effect; inconclusive means small, poorly fitted or top-dose-only effect, or another doubt; inactive means no such curve, though single readings can be large; an effect the other way counts as inactive or inconclusive. On the % scale 0 is the no-effect control and ±100 the full control effect; potency means the concentration at half of the fitted maximal effect.

| compound | TDP1 cell noCPT | KAT2A inh | TDP1 cell CPT |
| --- | --- | --- | --- |
| CCCOC(=O)c1ccc(Oc2cn[nH]c2-c2ccc(OCC)cc2O)cc1 | ? | -12% | ? |
| Cc1ccc(Nc2c(-c3ccc(C)cc3)nc3ccc(C)cn23)cc1 | ? | 3% | ? |
| COc1ccc(OC)c(S(=O)(=O)NCc2ccc(N3CCN(C)CC3)cc2)c1 | -20% | 0% | -3% |
| CCOc1cc(C(=O)Nc2ccc(-c3nc4cc(Cl)ccc4o3)cc2)cc(OCC)c1OCC | ? | 4% | ? |
| O=C(O)C1C2C=CC(C2)C1C(=O)Nc1cccc(Cl)c1 (stereo not given) | 8% | -4% | -7% |
| CC1=C(C(=O)OCc2ccccc2)C(c2cccnc2)n2nnnc2N1 (stereo not given) | 16µM* | 4% | ? |
| COc1ccc(S(=O)(=O)N2CCN(c3nc(-c4cccnc4)nc4ccccc34)CC2)cc1 | 8.2µM* | -10% | 18µM* |
| CC(Sc1nc2ccc(Br)cc2[nH]1)C(=O)O (stereo not given) | 1% | -1% | -3% |
| COc1ccc(OC)c(NC(=O)C(=O)N/N=C/c2ccccc2[N+](=O)[O-])c1 | -16% | -8% | -18% |
| CCOC(=O)COc1ccc(S(=O)(=O)c2ccc(OCC(=O)OCC)cc2)cc1 | -17% | -2% | 7% |

Ordered by formula weight (low to high): part of the list above.
| compound | TDP1 cell noCPT | KAT2A inh | TDP1 cell CPT |
| --- | --- | --- | --- |
| CC1=C(C(=O)OCc2ccccc2)C(c2cccnc2)n2nnnc2N1 (stereo not given) | 16µM* | 4% | ? |
| COc1ccc(OC)c(NC(=O)C(=O)N/N=C/c2ccccc2[N+](=O)[O-])c1 | -16% | -8% | -18% |
| CCOc1cc(C(=O)Nc2ccc(-c3nc4cc(Cl)ccc4o3)cc2)cc(OCC)c1OCC | ? | 4% | ? |

(next part)
| compound | TDP1 cell noCPT | KAT2A inh | TDP1 cell CPT |
| --- | --- | --- | --- |
| CCN(CC)C(=O)CSc1nnc(-c2cccnc2)n1CCc1ccccc1 | 0% | 1% | -1% |
| CCNC(=S)N/N=C/c1cccc(C)c1 | ? | 0% | ? |
| O=S(=O)(c1ccc(Br)cc1)c1nnn2c1nc(Nc1cccc(C(F)(F)F)c1)c1sccc12 | -5% | -3% | -12% |
| CC(Oc1ccc([N+](=O)[O-])cc1)C(=O)NCC1CCCO1 (stereo not given) | 17% | 1% | 26% |
| Cc1ccc2cc(C)c(SCC(=O)NCC3CCCO3)nc2c1 (stereo not given) | ? | -4% | -25% |
| O=C(CSc1nc2ccccc2[nH]1)NCc1ccccc1 | -19% | 2% | -1% |
| CCCOc1ccc(C2NC(=S)NC(C)=C2C(=O)c2ccccc2)cc1OC (stereo not given) | ? | 37%[activator] | ? |
| O=C(O)CN1C(=O)c2ccc(C(=O)c3ccccc3)cc2C1=O | 7% | -3% | 15% |
| CCCN(CCC)CCCNC(=O)CN1C(=O)CSc2ccc(S(=O)(=O)N3CCOCC3)cc21 | 0% | -7% | -1% |
| CC(=O)c1ccc(N=c2scc(C)n2C(C)C)cc1 | ? | -6% | -29% |
| O=C(OCc1c(Cl)cccc1Cl)c1cnccn1 | -22% | -3% | 9% |
| COC(=O)CNC(=O)C(NC(=O)OCc1ccccc1)C(C)C (stereo not given) | 3% | -8% | 11% |
| CCOCC(=O)Nc1cccc(-c2nc3cccnc3s2)c1C | -29% | -6% | -7% |
| COC(=O)CSc1nnnn1-c1ccccc1 | -15% | -3% | 16% |
| CCCSC1=C(C#N)C(c2ccc(Cl)cc2Cl)CC(=O)N1 (stereo not given) | -25% | -16% | ? |
| COc1ccc(OCc2nc(N)nc(Nc3ccccc3OC)n2)cc1 | ? | -9% | -9% |
| COc1cccc(CNC(=O)[C@@H]2CCCN2C(=O)[C@H]2CCCCN2C(=O)c2ccccc2C)c1 | 1% | . | 0% |
| O=C(Cn1c(=O)[nH]c2sc3c(c2c1=O)CCCC3)NCC1CCCO1 (stereo not given) | 0% | 4% | 2% |
| CCNC(=S)Nc1ccc2c(c1)c(=O)n(C)n2-c1ccc(C(C)(C)C)cc1 | ? | . | 26µM* |
| COc1ccc(S(=O)(=O)NCC2CCCN(C(=O)c3cccnc3)C2)cc1 (stereo not given) | -6% | -22% | 8% |
| C=CCc1ccc(OC(=O)c2ccccc2)c(OC)c1 | -1%&-18% | -4%&1% | ? |
| COC(=O)c1ccc2ccccc2n1 | 4% | . | -22% |
| O=C(N/N=C/c1ccc2c(c1)OCO2)c1cccs1 | ? | -6% | ? |
| O=C(NC(=O)c1ccccc1)OCC(F)(F)F | -11% | 5% | -4% |
| Cc1cc(F)ccc1S(=O)(=O)Nc1nc2ccccc2nc1Cl | ? | -4% | ? |
| Cc1cc(C)c(-c2n[nH]c3c2C(c2ccccc2F)N(Cc2ccco2)C3=O)c(O)c1 (stereo not given) | 21µM* | -12% | 21µM* |
| CN1CCN(C(=O)CCN2C(=O)/C(=C\c3ccc(Cl)cc3Cl)SC2=S)CC1 | 12µM* | -10% | 15µM* |
| Fc1ccc(NC(=S)N2CCOCC2)c(F)c1 | 14% | 2% | 0% |
| COC(=O)[C@H](Cc1ccccc1)NC(=O)C1(OC(C)=O)CC(OC(C)=O)C(OC(C)=O)C(OC(C)=O)C1 (stereo not given in full) | 4% | -4% | 16% |
| COc1ccccc1NC(=O)N1CCN(S(C)(=O)=O)CC1 | -18% | -6% | 3% |
| COc1ccc(Cl)cc1N1C(=O)/C(=C/c2sccc2C)N=C1SCC(=O)NC1CC1 | 16µM* | . | ? |
| CC(C)NC(=O)N(C)C[C@@H]1Oc2cc(C#Cc3ccccn3)ccc2S(=O)(=O)N([C@@H](C)CO)C[C@H]1C | ? | . | -6% |
| O=C(N/N=C/c1ccsc1)c1cc(O)cc(O)c1 | -1% | -26% | 17% |
| O=C(Nc1cccnc1Cl)c1cc(-c2cccc(Cl)c2)on1 | -11%&-26% | -7%&0% | -21%&-13% |
| COc1ccccc1Cc1nc(-c2ccc(Br)o2)no1 | ? | -16% | 2% |
| Cc1cccc(N2C(=O)NC3(CCCCC3)C2=O)c1 | -8% | -5% | 0% |
| Cc1cccc(N2CCN(C(C(=O)NCc3ccccc3)c3ccc(F)cc3)CC2)c1C (stereo not given) | 21µM* | . | 23µM* |
| O=C(c1cc2nc(C3CC3)cc(C(F)F)n2n1)N1CCOCC1 | -5% | -4% | 6% |
| COC(=O)CC1=C(C(=O)OC)C(c2cccs2)C(C#N)=C(N)O1 (stereo not given) | -1% | 0% | -19% |
| Cc1nc2cc(Cl)c(Cl)cc2n1-c1ccccn1 | -26% | -3% | -12% |
| CCCCCCCN1C(N(C)C)=NC[C@@H]1Cc1ccccc1 | 9.2µM* | 1% | 12µM* |
| Cc1nn(C)cc1S(=O)(=O)N1CCN(c2ccccc2F)CC1 | -22% | -18% | -19% |
| COc1ccc(-c2noc(CCC(=O)NC3CCCCCC3)n2)cc1 | 1% | 2% | ? |
| O=C(N/N=C/c1ccc2c(c1)OCO2)c1ccc(Cn2cc([N+](=O)[O-])cn2)o1 | -20% | -2% | 1% |
| COc1ccccc1C(=O)Nc1ccc2oc(-c3cccc4c(Br)cccc34)nc2c1 | ? | -5% | ? |
| CCc1ccc(Nc2nc3c(S(=O)(=O)c4cccc(Cl)c4)nnn3c3ccsc23)cc1 | 4.6µM* | -11% | 6.5µM* |
| O=C(CNC(=O)c1ccc(Cl)cc1Cl)Nc1ccc(F)cc1 | -5% | -1% | 1% |
| COc1ccc(-c2noc(CCC(=O)NCc3cccnc3)n2)cc1OC | -12% | -3% | 1% |
| CCOc1cccc(NC(=O)/C(C#N)=C\c2cccnc2)c1 | -3% | -3% | -1% |
| CC1C(=O)Nc2ccc(S(=O)(=O)Nc3ccccc3Br)cc2NC1=O (stereo not given) | -27%&-3% | -21%&-13% | -6%&-2% |

Additional results follow.
| compound | TDP1 cell noCPT | KAT2A inh | TDP1 cell CPT |
| --- | --- | --- | --- |
| Cc1c(C)n(CCc2ccccc2)c2ncnc(NN)c12 | ? | -10% | ? |
| Cc1cccc(CSc2ncnc3c2cnn3Cc2ccccc2)c1 | ? | 2% | -22% |
| Cc1cc(OC(C)C(=O)NCC2CCC(C(=O)O)CC2)c2c(C)c(C)c(=O)oc2c1 (stereo not given) | -1% | 2% | -9% |
| Cc1ccccc1CS(=O)(=O)CCC(=O)NCc1ccc(F)cc1Cl | 0% | 4% | -11% |
| O=C(O)C(=Cc1ccccc1[N+](=O)[O-])c1ccccc1 | -12% | . | -2% |
| COc1cc2c(cc1NC(=O)c1ccccc1-c1ccccc1C(=O)O)-c1ccccc1C2 | -8% | . | 0% |
| Cc1sc2ncn(CC(=O)N3CCN(c4cccc(Cl)c4)CC3)c(=O)c2c1S(=O)(=O)N1CCN(c2ncccn2)CC1 | -26% | 2% | -19% |
| CCC(C)(C)C1CCC(=NNC(=O)c2ccoc2C)CC1 (stereo not given) | -2% | -5% | 13% |
| Cn1c(SCC(=O)NC(=O)NCc2ccccc2)nnc1C(F)(F)F | -23% | -5% | -9% |
| O=C(CSc1nc(-c2ccccc2)cn1-c1ccccc1F)Nc1ccc(F)cc1 | ? | -17% | 18µM* |
| CCOC(=O)C1CCCN(C(=O)COc2ccc(C(=O)c3ccc(F)cc3)cc2)C1 (stereo not given) | ? | -2% | 18µM* |
| N#Cc1c(NCc2ccccc2)ccnc1Cl | 21µM* | . | ? |
| CC1CCCN(C(=O)Nc2ccc(Br)cc2Cl)C1 (stereo not given) | -29% | -11% | -12% |
| CCCOc1ccccc1N/C(=N\S(=O)(=O)c1ccc(C)cc1)Nc1nc(C)cc(C)n1 | 15µM* | . | ? |
| Cc1ccccc1Cn1c(=O)n(CC2CCC(C(=O)N3CCC(C)CC3)CC2)c(=O)c2sccc21 (stereo not given) | 16µM* | -8% | 23µM* |
| CCC1CCCCN1S(=O)(=O)c1ccc(S(=O)(=O)N2CCN(S(=O)(=O)CC)CC2)cc1 (stereo not given) | ? | 0% | ? |
| C=CCC[C@@H](Cc1ccc(F)cc1)C(=O)OC[C@H](C)NC(=O)[C@H](CC=C)CC(=O)N(CCO)Cc1ccccc1 | ? | -3% | 18µM* |
| O=[N+]([O-])c1cccc2ccc(/C=C/c3ccc(C(F)(F)F)cc3)nc12 | ? | -15% | ? |
| O=C1C2CCCN2C(c2cccs2)N1c1ccc(Cl)cc1 (stereo not given) | -12% | 2% | -6% |
| O=C(CC(c1ccccc1)c1cc(Br)ccc1O)NCC1(c2ccccc2)CCCC1 (stereo not given) | ? | -6% | ? |
| CC(=O)c1ccc2cc3c(cc2c1)OCO3 | ? | . | -10% |
| CN(C)C(=O)c1ccc(NC(=O)COC(=O)/C=C/c2cccs2)cc1 | 7% | -7% | 5% |
| CCCn1c(CN(C)Cc2ccccc2)nc2c1c(=O)n(C)c(=O)n2C | 10µM* | 1% | 9.2µM* |
| CC(C)c1nc(C(=O)N2CCc3c([nH]c4ccccc34)C2c2ccccn2)cs1 (stereo not given) | -19% | -10% | -8% |
| Cn1c(=O)c2ccccc2n(CC(=O)Nc2ccc3c(c2)OCCO3)c1=O | 9.2µM* | -2% | -24% |
| Cc1cccc(C)c1NC(=O)Nc1nc(C(N)c2ccccc2Cl)cs1 (stereo not given) | 16µM* | . | ? |
| O=C(CSCc1ccccc1)N1CCN(S(=O)(=O)c2cccc(F)c2)CC1 | -24% | 1% | 0% |
| CCCn1nnnc1NCc1ccc(N(C)C)cc1 | 0% | 0% | 1% |
| O=C(COC(=O)CCc1c[nH]c2ccccc12)NCc1ccccc1 | -2% | -2% | 7% |
| CCc1nc2ccc(C(=O)NCc3ccccc3OC)cn2c1N(CCC(C)C)CCN(C)C | ? | . | ? |

One compound at a time, from the list above:
COC(=O)c1ccc2ccccc2n1 reads TDP1 cell noCPT: 4%; KAT2A inh: .; TDP1 cell CPT: -22%
CCCOc1ccccc1N/C(=N\S(=O)(=O)c1ccc(C)cc1)Nc1nc(C)cc(C)n1 reads TDP1 cell noCPT: 15µM*; KAT2A inh: .; TDP1 cell CPT: ?
O=[N+]([O-])c1cccc2ccc(/C=C/c3ccc(C(F)(F)F)cc3)nc12 reads TDP1 cell noCPT: ?; KAT2A inh: -15%; TDP1 cell CPT: ?
